Thrombin inh: thrombin (human) inhibition | P00734 | alpha-thrombin, Boc-VPR-AMC fluorogenic substrate cleavage | inhibition, % at 5 µM | 220,000 compounds, 0.26% hits | AID 1046;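 active = inhibition at or above 40%; inactive = inhibition below 40%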;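 also: 0% = enzyme with no compound and 100% = wells without enzyme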
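Test system: human alpha-thrombin; medium: pH 7.5 Tris-saline with Tween 20; times: reaction at room temperature; signal: AMC fluorescence at 355 nm excitation and 460 nm emission; also added: Boc-VPR-AMC substrate, 15 µM final; dosing: one concentration per compound, 5 µM, with 0.2% DMSO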
Calpain2 inh: inhibitors of pig calpain II. purified calpain II, fluorogenic peptide substrate, 30 min. inhibition, % at 16 µM. 220,000 compounds, 0.37% hits. AID 1236;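 active = inhibition above about 50%, limit read from the data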
PERK inhibitor: blocks human PERK kinase; 220,000 compounds, 0.17% hits; Q9NZJ5; CHO PERK-DD fusion, SEAP luminescence translation reporter; AID 1416; inhibition, % at 5.6 µM;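 active = inhibition above the mean inhibition of all tested compounds plus 3 SD, set separately per screening campaign, cut at about 2.9% in these data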;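 also: PERK kinase domain activated by AP20187 dimerizer at 100 nM; 0% = DMSO with dimerizer and 100% = rapamycin at 8.4 µM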
FXIIa inh: factor XIIa (human) inhibition | 220,000 compounds, 0.3% hits | purified FXIIa, Boc-QGR-AMC fluorogenic substrate, 2 h | inhibition, % at 5 µM | P00748; in the data active = inhibition above about 40%;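 also: 0% = enzyme with no compound and 100% = blank without enzyme; many of its hits are not listed in these tables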
Furin inh: blocks human furin protease activity; P09958; purified furin, fluorogenic substrate cleavage; inhibition, % at 30 µM; 220,000 compounds, 0.061% hits; in the data active = inhibition above about 25%; also: inactives centre near -15
Rad51 HR inh: blocks human Rad51 in homologous recombination; Q06609; 200,000 compounds, 0.085% hits; AID 1385; hRad51 DNA strand exchange, fluorescence dequenching; inhibition, % at 10 µM;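 active = inhibition above 40% at the single screening dose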;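 also: 0% = DMSO control wells and 100% = blanks with heterologous ssDNA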
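Material: human Rad51–ssDNA filaments; Probe or stimulus: labelled 47-mer dsDNA for strand exchange; Doses: single 10 µM dose; Incubation: 37 °C 15-min filament assembly, 30-min compound preincubation, 15-min exchange; Technique: FRET fluorescence dequenching, excitation 485 nm, emission 520 nm; Measure: Fluorescence-based percent inhibition, control- and blank-normalised; Benchmarks: plate control and blank wells.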
FXIa inh 1536: blocks human coagulation factor XIa protease activity; 220,000 compounds, 0.14% hits; P03951; purified FXIa, Boc-Glu-Ala-Arg-AMC fluorogenic substrate; inhibition, % at 5 µM;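 active = inhibition of at least 40%; inactive = inhibition below 40%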;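 also: fluorescence of freed AMC excited at 355 nm; 0% = enzyme without compound and 100% = no enzyme blank; many of its hits are not listed in these tables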
hK5 inh: kallikrein 5 (human) inhibition | Q9Y337 | recombinant hK5, fluorogenic AMC substrate cleavage | inhibition, % at 5 µM | 210,000 compounds, 0.59% hits | AID 873;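 active = inhibition of 40% or more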;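 also: 0% = enzyme controls without compound and 100% = no-enzyme blanks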
KCC2 mod: KCC2 (human) Cl- transport modulation; Q9H2X9; KCC2 cells, thallium flux FluoZin-2 fluorescence; B-score of Tl+ flux slope (higher = more flux/activation; lower = inhibition) at 10 µM; 190,000 compounds, 2.2% hits; AID 1456;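 active = thallium flux slope and its plate-corrected score both differing from the plate sample mean at a set confidence after two filtering rounds, in either direction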;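 also: slope of fluorescence scaled to starting intensity during 10 to 20 s after thallium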
Target sequence (Q9H2X9 whole entry, looked up): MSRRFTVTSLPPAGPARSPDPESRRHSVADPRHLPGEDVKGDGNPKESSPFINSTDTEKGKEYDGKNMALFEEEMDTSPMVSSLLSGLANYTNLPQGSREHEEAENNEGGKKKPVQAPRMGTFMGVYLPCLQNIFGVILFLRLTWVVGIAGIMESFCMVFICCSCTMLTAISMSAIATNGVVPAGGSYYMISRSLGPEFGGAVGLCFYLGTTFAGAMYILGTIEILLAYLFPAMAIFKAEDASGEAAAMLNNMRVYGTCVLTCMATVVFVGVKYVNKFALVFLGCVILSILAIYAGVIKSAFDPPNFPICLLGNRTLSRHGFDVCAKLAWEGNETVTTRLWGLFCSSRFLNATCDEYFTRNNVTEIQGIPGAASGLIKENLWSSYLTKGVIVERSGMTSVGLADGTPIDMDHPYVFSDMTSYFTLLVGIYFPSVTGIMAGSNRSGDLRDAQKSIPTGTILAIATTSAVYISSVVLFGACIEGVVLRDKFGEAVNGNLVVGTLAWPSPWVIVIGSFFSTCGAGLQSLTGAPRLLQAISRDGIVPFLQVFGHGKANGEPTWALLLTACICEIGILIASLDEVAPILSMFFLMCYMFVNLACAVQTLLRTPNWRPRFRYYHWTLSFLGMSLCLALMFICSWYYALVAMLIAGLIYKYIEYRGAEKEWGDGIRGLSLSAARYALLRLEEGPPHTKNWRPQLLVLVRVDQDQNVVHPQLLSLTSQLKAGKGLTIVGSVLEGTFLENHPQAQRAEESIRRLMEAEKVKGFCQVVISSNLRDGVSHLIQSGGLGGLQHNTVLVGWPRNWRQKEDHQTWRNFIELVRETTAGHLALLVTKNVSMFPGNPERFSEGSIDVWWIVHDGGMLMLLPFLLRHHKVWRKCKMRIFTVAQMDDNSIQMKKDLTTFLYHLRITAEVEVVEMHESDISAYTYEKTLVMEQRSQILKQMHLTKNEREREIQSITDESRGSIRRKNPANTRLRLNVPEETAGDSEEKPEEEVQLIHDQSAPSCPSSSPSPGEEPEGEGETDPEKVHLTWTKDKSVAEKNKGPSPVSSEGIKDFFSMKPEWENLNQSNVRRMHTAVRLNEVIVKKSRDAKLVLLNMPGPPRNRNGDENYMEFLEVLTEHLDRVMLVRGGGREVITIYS
Active calls of the source: *; i = inactive; / = no result given; [ ] = remark or other dose.

mol	Thrombin inh	Calpain2 inh	PERK inhibitor	FXIIa inh	Furin inh	Rad51 HR inh	FXIa inh 1536	hK5 inh	KCC2 mod
COc1cc2nc(CN(C)Cc3ccc(Cl)cc3)[nH]c(=O)c2cc1OC	-12.3	-21.3	1.1	4.2	-15.1	-3.6	-3.4	-3.3	0.473
CCOc1ccc(C2CC(=O)NC3=C2C(=O)CCC3)cc1Cl (centres undefined)	-12.4	-30.2	1.0	-4.2	-16.0[20 µM]	-4.3	-4.4	-3.8	-0.731
COc1ccc(Nc2nc3ccccc3n3nnnc23)cc1	-0.2	i	0.2	5.5	-21.4[20 µM]	0.3	-0.3	-9.7	-0.859
Cc1ccc(S(=O)(=O)NNC(=S)NC(C)(C)C)cc1	0.1	-1.4	1.3	4.7	-35.6	-1.8	11.2	3.5	1.84
COc1ccc(NC(=O)c2ccc(CNc3c(NC4CCCCC4)c(=O)c3=O)cc2)c(OC)c1	-3.4	7.7	0.8	0.4	-17.5	5.9	3.8	-6.7	-0.0104
CC(=O)N1CCC(=NNc2nc3ccccc3[nH]2)CC1	-3.2	-13.0	0.9	8.4	-24.9	-1.6	-2.2	2.5	0.827
COC(=O)/C(C#N)=C1/C=Cc2ccccc2N1C	3.8	-8.4	0.6	2.2	-3.3[20 µM]	2.7	-1.1	-9.3	-0.137
O=C(NCCO)c1ccc(-c2nnc(N3CCOCC3)c3ccccc23)cc1	-0.1	3.5	1.1	5.7	-11.6	-17.9	3.0	-3.6	/
O=[N+]([O-])c1c(NCCO)cc(N2CCN(Cc3ccc4c(c3)OCO4)CC2)c2nonc12	-0.9	-37.4	1.2	4.7	-16.1	0.3	5.6	4.7	-0.997
O=C(COc1cccc(Cl)c1)Nc1cc(S(=O)(=O)N2CCOCC2)ccc1N1CCOCC1	2.8	-6.3	0.9	10.3	-26.9	11.3	-0.8	5.7	-0.953
C=CCNC(=S)NNc1nc2c(c(=O)[nH]1)C1(CCCCC1)Cc1ccccc1-2	-6.3	-10.9	-1.2	-7.5	-18.3	0.8	-5.7	-19.7	-0.054
CN(Cc1ccccc1)C1=CC(=[N+]2CCCC2)CC(C)(C)C1	1.5	0.1	0.4	7.2	-7.4	33.7	1.4	1.4	0.157
Cc1ccc(Cl)cc1Nc1nc(-c2sc(NC(=O)c3cccc(Cl)c3)nc2C)cs1	3.3	-245.0	-0.5	15.6	-22.0[20 µM]	0.0	8.2	-14.6	0.319
O=C(Nc1ccc2c(c1)oc1ccc(S(=O)(=O)N3CCCC3)cc12)C1CC1	-18.2	3.3	0.0	2.9	-10.7[20 µM]	8.2	6.4	2.5	1.29
CCOc1ccccc1NC(=O)c1cc(SC)ccc1Cl	1.0	30.6	0.3	1.1	-16.4	1.5	-1.4	-2.3	-0.506
Cc1c(NC(=O)c2cc(=O)[nH]c(=O)[nH]2)c(=O)n(-c2ccccc2)n1C	2.9	-0.7	2.4	18.9	-6.5	4.0	5.2	-6.2	0.283
CC1=CCC2COC(c3ccc[n+](Cc4ccccc4)c3)C1C2 (centres undefined)	-5.2	-6.2	0.1	15.4	-19.6	/	7.0	-6.5	-0.447
Cc1nc2ccsc2c(=O)n1-c1ccc(Cl)cc1	-4.5	15.9	0.1	7.5	-9.8	9.0	5.1	-9.8	-0.569
COC(=O)CCC(=O)c1oc2ccccc2c1NC(=O)CCCN1C(=O)c2ccccc2C1=O	-1.1	6.3	0.2	-1.6	-3.4	-5.1	-3.4	-0.7	-0.0613
O=[N+]([O-])c1cccc(/C([O-])=C(/C(=S)Nc2cccc3ccccc23)[n+]2ccccc2)c1	-5.1	-26.1	0.7	4.5	-3.7	5.5	15.0	-6.8	0.391

As entered above.
O=C(NCCO)c1ccc(-c2nnc(N3CCOCC3)c3ccccc23)cc1 in FXIa inh 1536 = 3.0
O=[N+]([O-])c1cccc(/C([O-])=C(/C(=S)Nc2cccc3ccccc23)[n+]2ccccc2)c1 in FXIa inh 1536 = 15.0

(more compounds)
mol	Thrombin inh	Calpain2 inh	PERK inhibitor	FXIIa inh	Furin inh	Rad51 HR inh	FXIa inh 1536	hK5 inh	KCC2 mod
O=C(NC1CCS(=O)(=O)C1)/C(=C\c1ccc(F)cc1)NC(=O)c1ccccc1 (centres undefined)	-15.3	20.1	-0.3	2.4	-5.5	3.3	-3.7	3.1	0.324
Nc1ccc(-n2nnnc2CN2CCOCC2)cc1	-4.0	-12.0	0.5	6.5	-5.2	/	1.2	-2.3	0.0518
CC(C)c1ccc(NC(=O)COc2nnc(-c3cccs3)c(-c3cccs3)n2)cc1	3.5	-85.0	0.3	22.1	-10.2[20 µM]	-2.1	7.7	-3.9	0.378
O=S(=O)(c1ccccc1)N1CCN=C1SCc1cccc(Cl)c1	10.9	34.3	0.1	20.8	-18.5	32.0	14.5	10.0	-1.58
COc1ccc(N2C(=O)c3cccc4cccc(c34)C2=O)nn1	1.0	-42.2	-1.0	19.3	-15.4[20 µM]	-5.0	4.7	-22.2	/
O=C1CCCC/C1=C/Nc1ccc2c(c1)OCO2	-2.1	-10.5	0.2	11.2	-21.5	7.8	-0.3	1.2	/
COc1ccccc1N1CCN(CC(O)COCc2cccs2)CC1 (centres undefined)	-10.3	-23.4	1.4	5.0	-12.9	4.4	-3.9	1.0	1.29
O=c1[nH]c2ccccc2nc1-c1ccc(Cl)cc1	4.1	-86.3	1.3	10.4	3.8	10.8	5.5	3.4	-0.0991
O=C(Nc1nccs1)c1cnccn1	-3.5	-11.7	1.8	9.4	-23.6[20 µM]	-8.2	-1.8	-0.5	0.415
CC(C)[C@H](NS(=O)(=O)c1ccc2c(c1)OCCO2)C(=O)OCC(=O)Nc1cccc(Cl)c1Cl	-3.6	16.3	-0.6	5.0	-18.5	4.2	1.0	-0.4	-0.457
O=S(=O)(c1ccc(N2CCOCC2)nc1)N1CCOCC1	-3.4	-26.5	-0.1	2.4	-11.8[20 µM]	-3.2	-3.1	-9.6	/
O=C(Nc1nnc(SCc2ccccc2)s1)c1cc2c(s1)CCCC2	1.0	-50.3	-0.3	5.7	-4.2[20 µM]	-1.1	-1.8	-1.1	0.3
COc1ccc(NCc2nnc(SCC(=O)NCc3ccccc3)n2-c2ccccc2OC)cc1	-0.4	-15.0	-1.2	10.8	-11.1[20 µM]	0.0	4.0	-9.7	0.253
NCC(O)CN(c1ccccc1)c1ccccc1 (centres undefined)	1.0	-30.4	0.8	1.8	-24.8	26.1	-4.2	-9.6	0.244
CCN(CC)Cc1c(CC(C)C)oc(C)c1C(=O)O	-5.0	-15.8	0.2	10.5	-23.7[20 µM]	0.7	3.5	-5.2	/
Cc1ccsc1/C=N/N=C1\C(=O)Nc2ccccc21	-9.8	35.7	-0.2	-1.7	-21.8	-0.5	-8.2	-7.3	-0.655
CC(/C=N/NC(=O)c1ccc(Br)cc1)=C\c1ccccc1	-3.1	-172.4	0.0	7.7	-7.3[20 µM]	3.4	5.5	-13.5	-0.015
CCCn1nnnc1SCC(=O)NCc1ccc(OC)cc1	-3.9	-1.6	-0.1	7.3	-10.4	6.0	-0.8	-16.3	-0.565
COc1ccc(NC(=O)c2[nH]c(C)c(C(C)=O)c2C)cc1	-6.9	-6.6	0.5	-0.6	-16.6	10.9	-8.2	-8.2	-0.13
C/C(=N\NC(=O)c1nn(C)cc1Br)c1cccc(NC(=O)C(C)(C)C)c1	-2.8	-85.7	0.3	12.2	-16.7[20 µM]	0.7	6.6	-12.7	-0.013
CCC(=O)NC(c1cccc([N+](=O)[O-])c1)c1c(O)ccc2ccccc12 (centres undefined)	-8.9	-31.2	0.4	0.6	-32.2	-0.7	-5.0	-3.9	0.373
O=[N+]([O-])c1cccc2ccc(/C=C/c3ccc(Cl)cc3)nc12	-12.7	1.8	0.1	9.1	-3.4	-1.1	-1.8	10.1	0.00144
COCCN(CCOC)C(=S)Nc1cc(S(=O)(=O)N(C)C)ccc1C	7.8	-4.4	0.2	4.6	-9.5	-1.7	-7.1	8.6	-0.0456
Cc1ccc(C2Nc3ccccc3C(=O)N2CCN2CCNC2=O)cc1 (centres undefined)	-1.0	-298.2	0.3	0.5	-37.2	11.5	-0.3	1.8	0.658
Cc1cc(C(=O)O)c(C)n1-c1ccccc1	-5.2	-52.5	0.8	5.4	-19.2[20 µM]	-4.7	0.9	-20.5	-0.137
CC1Oc2ccccc2N(CC(=O)c2ccc(F)cc2)C1=O (centres undefined)	2.0	9.3	0.6	6.8	-11.2	20.6	-3.8	-9.3	-0.501
COC(=O)c1sccc1NC(=O)CSc1cc(Cl)ccc1Cl	2.5	24.8	-1.1	-5.3	-4.4[20 µM]	8.5	-10.9	1.7	-0.892
Cc1ccc(SC(C)C(=O)NCCC2=CCCCC2)cc1 (centres undefined)	-11.4	18.1	0.2	-0.8	-17.5	3.5	-8.3	-6.9	-0.972
O=C(c1cnn(-c2ccccc2)c1-n1cccc1)N1CCN(C2CCCCC2)CC1	0.0	20.0	0.3	4.7	-6.3	-0.8	-0.4	0.3	0.0409
O=C1CN(C(=O)c2ccc(Cl)nc2)c2ccccc2N1	-9.8	7.2	0.7	3.8	-14.0	5.9	1.1	2.7	0.406
COC(=O)C1=C(C)N(c2ccc(C)c(C)c2)/C(=C/c2ccc(O)cc2)C1=O	4.8	-17.6	2.3	12.6	-20.1	/	2.5	/	0.348
COC(=O)c1ccc(=O)n(CC(=O)c2ccc(Cl)cc2)c1	-1.7	7.2	1.6	-1.6	-22.7	-12.1	-4.4	3.6	-0.0924
O=C(Nc1nc(-c2ccccc2)ns1)c1ccncc1	-9.9	12.7	1.0	3.2	-20.0	/	0.0	0.3	1.47
Cn1c(CO)cnc1SCc1ccccc1	4.2	2.5	0.4	13.9	-6.3[20 µM]	-1.6	3.7	6.0	-0.334
COc1ccccc1CC(=O)Nc1ccc(O)cc1C(=O)O	1.8	-205.9	1.0	13.2	-19.7[20 µM]	-6.5	-3.2	-4.0	-0.385

High-throughput results from PubChem.

This is a subset (hit frequency here may not be typical).
